Source: PubChem (several laboratories)
S1P2 ag – S1P2 (human) receptor agonism; O95136; S1P2-expressing cell line, agonist reporter read-out; activation, % at 4.5 µM; actives 0.46% (n = 97,000); AID 729; in the data active = activation above about 16%;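 also: 0% = vehicle low control and 100% = maximal reference agonist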
Target sequence (O95136 whole entry, looked up): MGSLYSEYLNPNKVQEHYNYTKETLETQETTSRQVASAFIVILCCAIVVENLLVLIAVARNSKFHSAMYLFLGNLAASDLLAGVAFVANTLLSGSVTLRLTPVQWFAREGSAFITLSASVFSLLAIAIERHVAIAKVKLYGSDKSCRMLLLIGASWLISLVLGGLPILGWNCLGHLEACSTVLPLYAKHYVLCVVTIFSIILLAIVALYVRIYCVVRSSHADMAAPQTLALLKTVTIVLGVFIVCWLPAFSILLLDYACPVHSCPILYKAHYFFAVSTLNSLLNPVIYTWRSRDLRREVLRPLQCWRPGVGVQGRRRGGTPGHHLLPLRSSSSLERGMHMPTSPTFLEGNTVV
Lung fibro prol – blocks proliferation of human lung fibroblasts; LL 47 human lung fibroblast viability, ATP luminescence; stronger effect = lower value; viability, % at 10 µM; actives 1.1% (n = 85,000); AID 719;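 active = viability at or below 50% in the single dose screen; inactive = viability above 50%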;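 also: compound exposure lasted 72 h before the ATP readout; 100% = median luminescence of untreated cell-only wells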
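test system = LL 47 human lung fibroblasts | amount = 1,150 fibroblasts seeded per well | medium = 15% FBS in IMEM | times = overnight cell rest, 72 h compound treatment at 37 °C | measured by = CellTiter-Glo luminescence measuring cellular ATP | read-out = viability percentage against median untreated-cell control | benchmarks = cell-only wells, no compound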
LYP act – LYP (human) phosphatase activation; activation, % at 2 µM; actives 0.11% (n = 96,000); recombinant LYP, DiFMUP fluorescence; 0 = plate median, 100 = signal doubled; Q9Y2R2;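 active = activation at 2 µM above a set limit, the mean plus 5 SD, cut at about 37% in these data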
S1P2 antag – S1P2 (human) receptor antagonism. O95136. actives 0.21% (n = 97,000). inhibition, % at 5 µM. AID 736. cell-based S1P2 antagonist assay, inhibition at 5 uM; in the data active = inhibition above about 45%;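 also: CRE beta-lactamase reporter cells expressing human S1P2 stimulated with S1P; 0% = agonist at EC80 alone and 100% = agonist plus reference antagonist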
sEH inhibitor – soluble epoxide hydrolase (human) inhibition. P34913. recombinant human sEH enzymatic activity assay. inhibition, % at 2 µM. actives 0.34% (n = 91,000). AID 707; in the data active = inhibition above about 80%; also: values of inactives mirror those of a sister screen read the other way; many of its hits are not listed in these tables
Target sequence (P34913 whole entry, looked up): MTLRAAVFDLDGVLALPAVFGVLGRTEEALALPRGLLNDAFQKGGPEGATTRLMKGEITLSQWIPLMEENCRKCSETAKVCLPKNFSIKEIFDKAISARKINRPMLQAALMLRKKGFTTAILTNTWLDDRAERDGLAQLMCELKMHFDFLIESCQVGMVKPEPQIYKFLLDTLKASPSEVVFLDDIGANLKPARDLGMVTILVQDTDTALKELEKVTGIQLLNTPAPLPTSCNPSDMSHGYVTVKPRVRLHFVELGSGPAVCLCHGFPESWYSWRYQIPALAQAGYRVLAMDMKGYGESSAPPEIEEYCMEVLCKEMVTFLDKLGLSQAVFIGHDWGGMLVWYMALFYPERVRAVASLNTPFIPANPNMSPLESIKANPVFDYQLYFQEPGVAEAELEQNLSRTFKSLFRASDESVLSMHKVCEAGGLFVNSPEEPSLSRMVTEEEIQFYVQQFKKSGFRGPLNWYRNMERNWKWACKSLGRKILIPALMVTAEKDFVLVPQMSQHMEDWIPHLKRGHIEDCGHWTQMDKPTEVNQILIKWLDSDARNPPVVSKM
HUVEC prolif 384 – blocks proliferation of human endothelial cells. AID 648. HUVEC proliferation, CellTiter-Glo luminescence, 72 h; stronger effect = lower value. actives 1.1% (n = 86,000). viability, % at 10 µM (by protocol);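 active = viability at or below 30%; inactive = viability above 30%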;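 also: 100% = median luminescence of DMSO-only cell control wells on each plate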
PostGolgi ctrl – growth of the yeast control strain, post-Golgi counter-screen; efflux-deficient yeast background strain, growth absorbance A615, 16 h; AID 738; actives 5% (n = 98,000); inhibition, % at 10 µM; in the data active = inhibition above about 30%
sEH activator – activators of human soluble epoxide hydrolase | AID 717 | activation, % at 2 µM | P34913 | actives 0.04% (n = 91,000) | purified human sEH enzymatic activity, activator screen; in the data active = activation above about 37%; also: values of inactives mirror those of a sister screen read the other way
H69AR growth 86K – growth inhibitors of human H69AR lung tumor cells. H69AR lung tumor viability, ATP luminescence, 72 h; stronger effect = lower value. viability, % at 10 µM. actives 6% (n = 85,000). AID 598;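 active = viability at or below 40%; inactive = viability above 40%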;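 also: multidrug resistant small cell line overexpressing MRP-1 efflux transporter; 100% = mean luminescence of untreated control wells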
Starred values were filed as active, the others as inactive; x = not tested or not shown. An excerpt (hit frequency here may not be typical).

canonical_smiles,S1P2 ag,Lung fibro prol,LYP act,S1P2 antag,sEH inhibitor,HUVEC prolif 384,PostGolgi ctrl,sEH activator,H69AR growth 86K
Cc1ccc(SC(C)C(=O)Nc2ccncc2)cc1 (configuration not stated),-5,103,17,-4,2,100,90*,-3,91
CCC(C)NC(=O)CSc1nc2c(sc3ccccc32)c(=O)n1CCCN1CCOCC1 (configuration not stated),0,95,3,-3,-7,90,-5,5,65
CC(=O)N(/N=C/c1cccc(C)c1)c1nc(-c2ccc(Br)cc2)cs1,-5,x,-7,20,-12,x,2,11,x
COc1ccc2c(C(=O)CN3CCN(c4ccccc4)CC3)c[nH]c2c1,-6,100,0,2,8,99,8,-10,90
Cc1noc(/C=C/N(C)C)c1S(=O)(=O)N1CCC(C(=O)O)CC1,x,94,x,x,x,99,2,x,103
O=C(N/N=C/C=C/c1ccco1)C(O)c1ccccc1 (configuration not stated),-2,x,17,12,6,x,x,-3,x
O=C(O)CC1NC(=O)N(c2ccccc2)C1=O (configuration not stated),2,103,2,-26,17,99,-2,-12,87
CC(C)(C)NC(=O)COC(=O)/C=C/c1ccccc1[N+](=O)[O-],2,x,4,-15,11,x,4,-9,x
Cc1cc(OC(=O)c2ccco2)c2c(C)cc(=O)oc2c1,-6,100,8,-3,0,97,8,2,96
Cc1cccc(OCCC(=O)NCC(c2ccco2)N2CCCCC2)c1 (configuration not stated),-6,x,-5,4,5,x,-1,-6,x
COc1ccc(-c2nc3ccccc3[nH]2)cc1,-4,64,-8,10,-1,64,0,-3,45
Cn1c(=O)oc2cc(S(=O)(=O)N3CCCC(C(=O)Nc4ccc5c(c4)OCCO5)C3)ccc21 (configuration not stated),-7,104,-2,-4,40,104,31*,-38,91
CC1SC(c2ccc(Cl)cc2Cl)NC1=O (configuration not stated),-9,94,7,3,6,103,x,-3,92
CN(CC(=O)O/N=C(\N)c1ccc([N+](=O)[O-])cc1)S(=O)(=O)c1ccccc1,-4,114,8,-16,-6,106,16,4,92
CCOC(=O)CN1N=C(/C=C/c2ccc(C)cc2)CCC1=O,-3,x,-4,20,-2,x,14,2,x

Next section; the last 4 above are carried over.
canonical_smiles,S1P2 ag,Lung fibro prol,LYP act,S1P2 antag,sEH inhibitor,HUVEC prolif 384,PostGolgi ctrl,sEH activator,H69AR growth 86K
Cn1c(=O)oc2cc(S(=O)(=O)N3CCCC(C(=O)Nc4ccc5c(c4)OCCO5)C3)ccc21 (configuration not stated),-7,104,-2,-4,40,104,31*,-38,91
CC1SC(c2ccc(Cl)cc2Cl)NC1=O (configuration not stated),-9,94,7,3,6,103,x,-3,92
CN(CC(=O)O/N=C(\N)c1ccc([N+](=O)[O-])cc1)S(=O)(=O)c1ccccc1,-4,114,8,-16,-6,106,16,4,92
CCOC(=O)CN1N=C(/C=C/c2ccc(C)cc2)CCC1=O,-3,x,-4,20,-2,x,14,2,x
Cc1cccc(/C=N/NC(=O)C(C)Nc2cccc3ccccc23)n1 (configuration not stated),-6,89,-2,6,-3,74,9,2,79
C=CCN1C(=O)CSc2ccc(C(=O)OCC)cc21,-3,x,2,11,-21,x,10,20,x
CCN(CC)c1ccc2cc(C=O)c(=O)oc2c1,7,96,-2,-4,-6,78,8,9,80
CCCCC(=O)Nc1sc2c(c1C(=O)OCC)CCC(C=O)=C2Cl,-5,x,-5,13,-14,x,24,15,x
O=C(O)c1cccc(NS(=O)(=O)/C=C/c2ccccc2)c1,-3,x,24,-16,8,x,13,-6,x
Cc1noc(/C=C/c2ccc(-c3ccccc3Cl)o2)c1[N+](=O)[O-],-7,92,3,1,4,77,2,-2,51
Cn1c(=O)c2nnn(/N=C(\c3ccccc3)C3CC3)c2n(C)c1=O,-7,98,9,-10,-12,101,12,13,99
CCc1ccc(N2C(=O)/C(=C/c3cccs3)N(CC(=O)OC)C2=S)cc1,-9,x,-8,9,-22,x,-5,23,x
CCC(C)[C@H](NC(=O)NCc1ccccc1)C(=O)O (some centres not stated),-4,109,-6,11,0,108,45*,-3,97
CS(=O)(=O)N1CCN(c2ccccc2NC(=O)Cc2ccccc2)CC1,-8,107,-5,-10,6,99,10,-6,97
Cn1c(NCc2ccco2)nc2c1c(=O)n(Cc1ccc(Cl)c(Cl)c1)c(=O)n2C,-4,89,-10,16,x,84,49*,x,79
CC(OC(=O)C1CC=CCC1C(N)=O)C(Cl)=C(Cl)Cl (configuration not stated),1,103,8,-20,-13,89,1,14,78
CCCCOc1ccc(N2C(=O)CC(N(O)c3ccccc3)C2=O)cc1 (configuration not stated),-3,87,-3,-10,x,84,4,x,69
CC(Oc1ccc(Cl)cc1Cl)C(=O)Nc1cccnc1 (configuration not stated),-5,101,1,-6,4,93,x,-3,95
O=C(Cn1c(=O)sc2ccccc21)NCc1ccco1,-5,97,1,9,x,108,10,x,102
COc1ccc(N2C(N)=NC(N)=NC23CCCC3)cc1,-7,91,-5,4,x,94,6,x,91
Cc1cc(C)n2nc(SCc3cc(=O)oc4cc(C)c(C)cc34)nc2n1,9,99,-1,-33,-2,108,17,2,71
O=C(c1ccccc1)n1ccc2ccccc21,x,106,x,x,x,79,0,x,101
CCN1C(=O)c2cccc3c(NC(=O)C(C)(C)C)ccc1c23,-4,103,-2,0,10,92,-5,-10,86
Cc1ccc(C(=O)OCC(=O)N2CCc3ccccc32)cc1,0,102,-8,7,6,90,-7,-4,94
COCCn1c(-c2cccs2)nc2c(c(=O)c3ccccc3n2C)c1=O,-2,x,-5,-6,7,x,14,-3,x
COc1cc(-c2ncc3ccccn23)cc(OC)c1OC,-7,x,4,-24,-19,x,-3,17,x
CCCC(=O)Nc1cc(-c2cn3cccnc3n2)ccc1OC,1,x,-11,14,-16,x,8,16,x
CCNC(=S)N1CCN(CCN=CC2=C(O)CC(c3cccs3)CC2=O)CC1 (configuration not stated),-2,100,10,-13,-6,86,-4,2,93
Cc1ccc(-n2cc(-c3ccccc3)[nH]c2=O)cc1F,x,102,x,x,x,92,0,x,95
CCc1ccc2oc(C(=O)NCc3ccncc3)c(C)c2c1,-5,95,-4,10,8,92,x,-4,90
CC12CN3CC(C)(CN(C1)C3c1ccccc1Cl)C2O (configuration not stated),-5,x,-12,-1,-7,x,3,5,x
Cc1onc(-c2ccccc2Cl)c1C(=O)N/N=C(\N)COc1ccc(Cl)cc1,-6,x,-3,35,-6,x,22,5,x
CCn1cc(/C=C/C(=O)NCc2c(C)nn(C)c2C)cn1,-5,x,5,-3,3,x,7,-3,x
CNC(=S)N/N=C/c1ccc(C(C)C)cc1,-4,x,-2,21,4,x,x,-5,x
c1csc(C(c2nnnn2C2CCCC2)N2CCCC3(CCCCC3)C2)c1 (configuration not stated),-4,91,-8,2,-8,114,8,11,79
O=c1[nH]c(=O)n(Cc2ccccc2)c2c1CCC2,-3,105,-2,-2,-18,96,2,16,98
CCc1c(C(=O)NCCc2ccc(OC)c(OC)c2)[nH]c(C)c1C(C)=O,-9,96,-1,17,8,110,11,-6,82
CCN1C(=O)CC(N2CCN(c3ccc(C(=O)c4ccccc4)cc3)CC2)C1=O (configuration not stated),0,102,-12,-1,-6,104,-2,6,87
CCOC(=O)C(Sc1ncn[nH]1)c1ccccc1 (configuration not stated),-4,100,10,-2,-16,92,13,18,97
CCCN(CCC)C(=O)CP(=O)(c1ccccc1)c1ccccc1,-2,102,1,-1,-8,100,3,10,88
COc1ccc(-c2cc3c(=O)n(CC(=O)NC4CCN(Cc5ccccc5)CC4)ncn3n2)cc1,-8,79,6,11,3,70,3,-4,53
Cn1c(=O)c2[nH]c(NCC3CCCO3)nc2n(-c2ccccc2)c1=O (configuration not stated),1,101,-5,7,6,108,-4,-2,99
O=c1oc2cc(OCc3nn[nH]n3)ccc2c2c1CCCC2,-4,101,15,9,-14,87,1,14,78
CC1(C)N=C(c2cccc(F)c2)C(=O)N1,-10,101,2,21,4,89,0,-1,100
CCC(CO)NC(=O)c1cc2c(s1)CCC2 (configuration not stated),-5,x,11,1,-3,x,-4,6,x
CC(NC(=O)c1ccc(F)cc1)c1ccccc1 (configuration not stated),-3,x,-5,21,3,x,1,-1,x
CC(C)(C)c1ccc(S(=O)(=O)N2CCC(c3nc4ccc(Cl)cc4[nH]3)CC2)cc1,-2,85,-10,1,76,67,x,-75,35*
CCCn1c(=S)[nH]c2cc(C(=O)N3CCN(c4ccccc4OC)CC3)ccc2c1=O,-7,95,-7,9,23,83,x,-20,70
CC1CCCN(C(=O)Nc2cccc(NC(=O)N3CCCC(C)C3C)c2)C1C (configuration not stated),-7,105,-9,11,37,101,-1,-37,75
O=C(CSc1nnc([C@@H]2CCCN2)o1)c1ccc(Cl)cc1,-5,96,8,-4,8,90,4,-8,93
Clc1ccc(-n2cnnn2)cc1,-3,94,-3,19,-6,95,20,4,92
COc1ccc(S(=O)(=O)N2CCCC2C(=O)Nc2ccc(O)cc2)cc1 (configuration not stated),x,94,x,x,x,105,-2,x,89
CCOc1ccc(C(=O)NC2CCN(S(C)(=O)=O)CC2)cc1,-9,109,0,23,-17,95,7,18,106
Cc1ccccc1N1CCN(CCCN2C(=O)CC(=C(c3ccccc3)c3ccccc3)C2=O)CC1,-4,x,-2,-12,1,x,16,1,x
Cc1[nH]ccc(=O)c1OCc1ccc(Cl)cc1,-6,x,2,14,2,x,3,0,x
COc1ccccc1-c1cc(C(=O)N/N=C/c2ccc(C)s2)c2ccccc2n1,1,x,-5,-26,-1,x,92*,3,x
O=C1CC(c2ccc3c(c2)OCO3)c2cc3c(cc2N1)OCO3 (configuration not stated),2,94,11,-24,-12,95,0,10,70
COc1ccccc1N(C(=O)c1snc(C(N)=O)c1N)C(C(=O)NCCC(C)C)c1ccco1 (configuration not stated),-2,100,-4,-8,6,102,1,-8,95
COC(=O)c1cc(NC(=O)c2ccc(Cn3cc(Cl)cn3)o2)cc(C(=O)OC)c1,-4,6.8*,-13,-19,10,32,6,-8,2.7*
COC(=O)c1ccccc1NC(=O)Cn1c(SC)c(F)cnc1=O,-3,98,10,-13,-13,91,20,11,101
O=C(O)CCC(=O)NNC(=O)CCC(=O)NCc1ccccc1,-3,x,9,-23,12,x,-8,-9,x
COC(=O)CN1C(=O)C(O)(CC(=O)c2cccc(Br)c2)c2ccccc21 (configuration not stated),-4,96,-1,28,0,98,15,-1,49
Cc1c(Br)cc(C(=O)OC2CCN(C)CC2)c(C)c1C,-5,91,-8,15,-3,78,2,5,3.8*
CCCCC1(C)Cc2ccccc2C(=S)N1 (configuration not stated),-3,x,2,-17,14,x,0,-11,x

(continued)
canonical_smiles,S1P2 ag,Lung fibro prol,LYP act,S1P2 antag,sEH inhibitor,HUVEC prolif 384,PostGolgi ctrl,sEH activator,H69AR growth 86K
C=CCn1c(SCC(=O)NC2CCCC2)nc2scc(-c3ccco3)c2c1=O,-4,101,-11,8,7,101,-2,-8,51
COc1cccc(-c2nc(CS(=O)(=O)CC(=O)N3CCN(c4ccccn4)CC3)c(C)o2)c1,x,113,x,x,x,89,6,x,79
Cc1noc(/C=C/N(C)C)c1S(=O)(=O)N1CCc2ccccc21,-2,78,-3,5,-5,78,3,4,78
CC(Nc1ccccc1)C(=O)Nc1ccc(F)cc1 (configuration not stated),-4,x,4,-10,1,x,4,-2,x
CS(=O)(=O)N1CCN(c2ccccc2NC(=O)c2ccc(Cl)cc2)CC1,-7,99,9,11,3,91,12,-5,76
CC1CCCCN1C(=O)CSc1nnc(-c2ccco2)n1CC1CCCO1 (configuration not stated),0,99,-6,13,-5,99,6,6,x
